PvdQ inh: blocks Pseudomonas aeruginosa PvdQ acylase activity. 340,000 tested, 0.063% active. inhibition, % at 10 µM. AID 488965. purified PvdQ acylase, fluorescence plate reader; in the data active = inhibition above about 30%, passing the limit was not always enough;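 note: 0% = vehicle neutral wells and 100% = reference inhibitor wells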
SR-BI DiI inh: blocks mouse SR-BI lipid uptake from DiI-HDL. 320,000 tested, 0.96% active. ldlA[mSR-BI] CHO cells, DiI-HDL uptake fluorescence, 3 h. Q61009. inhibition, % at 12.5 µM;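 active = mean replicate inhibition of at least 70% and a set share of replicates each scoring 70 or more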;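 note: 0% = median of neutral control wells and 100% = median of positive control wells; values of inactives mirror those of a sister screen read the other way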
RTF Ca sens inh: cardiac RTF calcium desensitization; P19429+P45379; IANBD-labeled cardiac RTF, Ca2+ fluorescence; inhibition, % at 7.15 µM; 340,000 tested, 0.12% active; AID 493244;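 active = inhibition above the mean inhibition of all tested compounds plus 3 SD, cut at about 17% in these data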;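 note: assay run at fixed EC70 calcium of 1.6 mM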
PKA-R2B activ: PKA-R2B complex activation; PKA-R2B holoenzyme dissociation, Cy5-IP20 fluorescence polarization; R2B truncated from residue 108, S112A mutant; 0% DMSO only, 100% 113 µM cGMP; 340,000 tested, 0.079% active; P22694+P31323; activation, % at 11.4 µM;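 active = activation above a cutoff set at the mean over all compounds plus 3 SD, cut at about 18% in these data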;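 note: higher means more holoenzyme dissociation and a rise in polarization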
SR-BI uptake up: enhances SR-BI lipid uptake from DiI-HDL; 320,000 tested, 0.096% active; CHO ldlA[mSR-BI] cells, DiI-HDL uptake fluorescence, 3 h; 100 = double the neutral-control signal; activation, % at 12.5 µM;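 active = mean replicate activation of at least 60% and every replicate at or above 60%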;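 note: 0% = median plate neutral-control signal and 100% = twice that signal; values of inactives mirror those of a sister screen read the other way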
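material = CHO ldlA[mSR-BI] cells | medium = Ham's F12 with 0.5% BSA, HEPES 25 mM, pH 7.4 | reagent = fluorescent DiI-HDL, 10 µg/mL final | compound dosing = single-point compound dose | incubation = 3 h, 37 °C | measured by = bottom-read fluorescence, 550/595 nm | measure = HDL uptake via cellular fluorescence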
Arrestin-AP2 inh: inhibitors of human beta-arrestin and AP2 interaction. FITC-arrestin peptide / GST-AP2 beads, flow cytometry; AP2 beta2 appendage carries R879A mutation. AID 504490. inhibition, % at 10 µM. 340,000 tested, 0.31% active;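 active = inhibition above a set limit, near 3 SD of compounds lacking own fluorescence, cut at about 54% in these data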;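 note: plate controls were DMSO wells for no effect and 5 µM unlabelled arrestin peptide for full effect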
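Material – AP2 appendage R879A on GSH beads · Buffer or medium – PBS with 0.05% Tween 20 and 0.1% BSA · Probe or stimulus – fluorescein-tagged arrestin peptide at 50 nM final · Incubation – compound with beads 12 min RT, then probe 1 h RT · Detection – high-throughput flow cytometry of beads, ex 488, em 535 nm · Evaluation – percent response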
LANA DNA inh: blocks KSHV LANA C-terminal domain binding to DNA. inhibition, % at 9 µM. 340,000 tested, 0.078% active. MBP-C-LANA/FAM-LBS DNA binding, fluorescence polarization;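 active = highest replicate inhibition at or above 60% at 9 µM, even if other replicates fall short; inactive = all replicates below 60% inhibition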;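 note: 0% = neutral control wells and 100% = 4 µM acridine orange control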
DAGLB inhibitor: blocks human DAGLB lipase activity | Q8NCG7 | HEK293T DAGLB membrane lysate, EnzChek fluorogenic substrate | inhibition, % at 5.17 µM | 340,000 tested, 0.059% active | AID 504411; in the data active = inhibition above about 34%;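 note: 0% = enzyme with vehicle and 100% = wells lacking enzyme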
NSD2 HMT inh: NSD2 (human) methyltransferase inhibition. O96028. NSD2 peptide methylation, AlphaScreen, 120 min. inhibition, % at 12.5 µM. 310,000 tested, 0.54% active. AID 743445; in the data active = inhibition above about 50%
Target sequence (O96028 whole entry, looked up): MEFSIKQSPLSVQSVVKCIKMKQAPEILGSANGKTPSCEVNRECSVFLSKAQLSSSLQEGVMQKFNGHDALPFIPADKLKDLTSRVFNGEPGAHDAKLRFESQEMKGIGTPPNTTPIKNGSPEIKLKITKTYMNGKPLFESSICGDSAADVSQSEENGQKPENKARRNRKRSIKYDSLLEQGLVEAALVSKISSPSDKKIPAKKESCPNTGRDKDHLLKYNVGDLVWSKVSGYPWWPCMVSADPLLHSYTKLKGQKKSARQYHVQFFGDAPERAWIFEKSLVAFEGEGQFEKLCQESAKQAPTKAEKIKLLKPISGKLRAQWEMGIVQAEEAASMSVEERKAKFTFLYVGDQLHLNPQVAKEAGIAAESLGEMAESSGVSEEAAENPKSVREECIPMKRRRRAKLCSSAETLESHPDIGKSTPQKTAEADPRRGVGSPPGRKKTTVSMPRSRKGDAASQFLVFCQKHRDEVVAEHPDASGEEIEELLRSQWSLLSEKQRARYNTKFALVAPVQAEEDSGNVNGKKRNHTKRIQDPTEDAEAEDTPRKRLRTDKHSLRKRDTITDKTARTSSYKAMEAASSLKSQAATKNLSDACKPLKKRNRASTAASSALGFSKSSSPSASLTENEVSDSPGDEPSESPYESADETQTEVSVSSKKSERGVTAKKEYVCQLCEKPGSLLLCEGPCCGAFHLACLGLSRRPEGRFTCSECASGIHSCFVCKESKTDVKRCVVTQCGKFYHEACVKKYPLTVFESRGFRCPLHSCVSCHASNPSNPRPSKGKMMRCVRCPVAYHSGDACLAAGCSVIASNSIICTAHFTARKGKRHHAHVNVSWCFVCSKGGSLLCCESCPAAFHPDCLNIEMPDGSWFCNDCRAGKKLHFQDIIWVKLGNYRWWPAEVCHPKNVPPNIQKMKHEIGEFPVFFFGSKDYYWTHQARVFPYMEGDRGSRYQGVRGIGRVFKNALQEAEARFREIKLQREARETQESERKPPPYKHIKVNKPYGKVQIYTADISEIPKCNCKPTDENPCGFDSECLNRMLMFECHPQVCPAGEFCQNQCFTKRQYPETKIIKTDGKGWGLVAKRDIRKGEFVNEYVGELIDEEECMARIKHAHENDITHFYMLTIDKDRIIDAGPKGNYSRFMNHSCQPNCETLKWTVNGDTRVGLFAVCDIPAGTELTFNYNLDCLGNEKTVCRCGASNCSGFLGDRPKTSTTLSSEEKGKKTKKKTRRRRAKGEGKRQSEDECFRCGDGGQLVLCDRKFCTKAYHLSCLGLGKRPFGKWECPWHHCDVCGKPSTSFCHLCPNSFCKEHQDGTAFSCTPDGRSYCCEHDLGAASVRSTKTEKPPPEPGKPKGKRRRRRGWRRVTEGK
Keap1 Nrf2 FP: disrupts human Keap1 binding to Nrf2 peptide | inhibition, % at 9.4 µM | AID 504523 | Q14145 | Keap1 Kelch-Nrf2 peptide fluorescence polarization, 1536-well | 340,000 tested, 0.15% active; in the data active = inhibition above about 12%;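 note: human Keap1 Kelch domain with fluorescein labeled Nrf2 9mer peptide probe; 0% = neutral control wells and 100% = peptide positive control; higher means more block of Keap1 binding to Nrf2 peptide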
Active calls of the source: *; nt = no result given. Compounds were not picked by outcome; any-hit rate near 2.1%.

SMILES | PvdQ inh | SR-BI DiI inh | RTF Ca sens inh | PKA-R2B activ | SR-BI uptake up | Arrestin-AP2 inh | LANA DNA inh | DAGLB inhibitor | NSD2 HMT inh | Keap1 Nrf2 FP
Cc1cc(C(=O)OCC(=O)NC2CCS(=O)(=O)C2)c2ccccc2n1 (configuration not stated) | -23 | -24 | -1 | 6 | 24 | -13 | -1.1 | -5 | -4 | -2
COc1cccc(-c2cc(C(=O)NCc3cccs3)no2)c1 | -11 | nt | -11 | 7 | nt | 10 | -1.2 | -10 | -3 | 0
COC(=O)Cn1c(CCC(=O)O)ccc1-c1ccccc1 | -5 | nt | -2 | 3 | nt | 2 | -2.0 | 0 | nt | 3
Cc1ccc(NC(=O)CN(C)C(=O)Cn2cc(C(F)(F)F)ccc2=O)cc1 | -11 | 4 | -7 | -3 | -4 | -6 | -0.3 | 0 | -2 | -5
O=C(Nc1nc2ccccc2s1)NC1CCCCC1 | 6 | -13 | 3 | 1 | 13 | 12 | 2.0 | -1 | 0 | 0
COc1ccccc1NS(=O)(=O)c1cc(C(=O)N2CCCCCCC2)ccc1C | 6 | 8 | -4 | -3 | -8 | 4 | 0.8 | 0 | 14 | -5
C=CCc1cccc(/C=N/NC(=O)CNc2ccccc2OC)c1O | 1 | 17 | 11 | -5 | -17 | 1 | -1.3 | -1 | 3 | -1
CCOC(=O)c1cc(C(C)=O)n2ccccc12 | -16 | 10 | -6 | -2 | -10 | -4 | -2.7 | -7 | -1 | -3
CCOC(=O)c1c(CC(C)C)csc1NC(=O)COC(=O)c1ccc(O)cc1 | 5 | -5 | 4 | 10 | 5 | 51 | -0.6 | -5 | 1 | 1
Cc1cc(Oc2ccccc2)nc(-c2ccccc2)n1 | -11 | -1 | -2 | -1 | 1 | 0 | 0.4 | -8 | 3 | -3
CC(C)N(CCNC(=O)c1oc(=O)c2ccccc2c1-c1ccccc1)Cc1ccco1 | -11 | -39 | 3 | 1 | 39 | -1 | 0.4 | -1 | 1 | 2
C=CCNc1nc(-c2ccccc2)c(C(=O)OCC)cc1C#N | -5 | 25 | -6 | -6 | -25 | 4 | -1.1 | -2 | -6 | -3
CCOC(=O)c1[nH]c(=S)[nH]c1C | -13 | -2 | 0 | -2 | 2 | -5 | -2.0 | 1 | -2 | -5
Cc1cc([N+](=O)[O-])nn1CCCC(=O)Nc1sc2c(c1C(N)=O)CCC(C)C2 (configuration not stated) | -14 | 14 | -29 | 1 | -14 | 3 | -1.1 | 1 | -2 | -8
CN1CCN(c2nc3c(c(=O)[nH]c(=O)n3C)n2CCSc2nc3ccccc3s2)CC1 | -11 | -31 | -2 | 2 | 31 | -7 | -1.9 | 0 | nt | -8
COc1cccc(Nc2ccc(C(=O)O)cc2[N+](=O)[O-])c1 | 17 | -23 | -7 | 16 | 23 | 1 | 4.8 | 4 | 3 | 1
O=C(CCc1nc2sc3c(c2c(=O)[nH]1)CCCC3)NCCc1ccccc1 | 0 | 2 | -5 | -7 | -2 | -1 | -0.4 | -2 | 2 | -7
CCN1CCN(c2cc(C)c3cc(NC(=S)NCCN(C)C)ccc3n2)CC1 | -21 | -8 | -3 | -9 | 8 | 5 | -4.3 | 0 | 13 | -2
COC(=O)c1ccc(C(=O)NC2CCCc3c2cnn3-c2cc(F)cc(F)c2)nc1 (configuration not stated) | 0 | 18 | 1 | -3 | nt | 0 | 1.6 | -2 | -1 | -3
COc1cc(OC)cc(-c2c(C#Cc3ccsc3)c3cc(Br)ccc3n2C)c1 | -13 | 30 | 5 | -6 | -30 | 20 | 1.4 | -6 | nt | -3
COC(=O)c1cc(S(=O)(=O)NC2CCN(Cc3ccccc3)CC2)cn1C | 2 | -20 | 2 | -3 | 20 | 9 | 0.9 | 0 | 3 | 1
COc1cccc(NC(=O)Cn2c(CCC(=O)O)ccc2-c2cccs2)c1 | 12 | -8 | -6 | -3 | 8 | -7 | 0.6 | 1 | -2 | 2
O=C(COc1cccnc1[N+](=O)[O-])Nc1cccc(Br)c1 | -2 | 9 | -5 | -8 | -9 | 1 | 2.6 | -1 | -1 | 3
Cc1cc(C)n2nc(C(=O)OCC(=O)NC3CCCCC3)nc2n1 | 11 | -17 | -12 | 4 | 17 | -13 | -0.2 | -1 | 0 | 0
CC(=O)Nc1sc2c(c1C(=O)N1CCOCC1)CCCCC2 | -10 | -13 | 0 | -13 | 13 | -4 | 0.5 | 1 | -3 | -4
Cn1nnnc1NCc1cccc(Cl)c1 | -7 | -6 | -7 | -4 | 6 | 4 | 2.0 | -1 | 3 | -3
CC(=O)Nc1ccc(C=NNc2ccc([N+](=O)[O-])cc2S(=O)(=O)Nc2ccccc2C(=O)O)cc1 | 7 | -3 | -4 | 1 | 3 | 6 | 0.6 | 10 | -1 | -4
O=C(CSc1nc2ccccc2c(=O)n1CC1CCCO1)NCCc1ccccc1 (configuration not stated) | -11 | -8 | -13 | 3 | 8 | 7 | 1.0 | -1 | -1 | -4
CCOC(=O)c1c(NC(C)=O)sc2c(O)c(Br)ccc12 | 3 | -7 | -2 | 1 | 7 | 37 | -0.1 | -3 | -1 | -1
CCN(CC(=O)Nc1ccc(NC(C)=O)cc1)C(=O)CSCC(=O)Nc1ccc(C)cc1 | -15 | -20 | -5 | -13 | 20 | -6 | -0.4 | 0 | 0 | -6
COc1ccccc1CNc1nc2nc3c(c(=O)n2[nH]1)CCC3 | -6 | 3 | -6 | 0 | -3 | 9 | -0.2 | 1 | -1 | -3
COc1ccccc1CNC(=O)COC(=O)c1ccccc1SCC(=O)N1CCCC1 | -3 | 21 | -8 | -7 | -21 | -5 | -0.2 | 1 | 0 | 0
CCOc1ccccc1NC(=O)c1sc2ncn(CC(=O)N3CCOCC3)c(=O)c2c1C | 6 | 71* | -10 | -17 | -71 | 2 | -0.8 | -2 | -6 | -3
Cc1nc([N+](=O)[O-])c(Br)n1Cc1ccccc1 | -9 | nt | -5 | 10 | nt | 2 | -1.2 | 3 | 3 | 0
Cc1cc(NC(=O)CCc2ccccc2)c([N+](=O)[O-])cc1C | -7 | 7 | -13 | -3 | -7 | 7 | 3.9 | -14 | 7 | 4
COc1cccc(CN2CCN(C(=O)CC(C)C)CC2)c1 | -16 | -11 | -4 | 15 | 11 | 3 | 1.7 | 0 | -3 | -3
CCOc1ccc2nc(SCC(=O)N(C)C3CCS(=O)(=O)C3)[nH]c2c1 (configuration not stated) | 0 | -3 | -23 | 6 | 3 | 27 | 0.0 | -1 | -2 | 3
CCOC(=O)c1cc(NC(=O)CSCCO)ccc1Cl | -10 | -10 | -2 | -3 | 10 | -3 | 0.7 | 2 | -5 | 1
COc1cccc(-c2nc(NCc3ccco3)c3ccccc3n2)c1O | -3 | nt | -45 | -1 | nt | -1 | -0.3 | -4 | -2 | -2
Cc1cc(C)c(OCC(=O)NCC2CCCO2)c(C)c1 (configuration not stated) | -17 | -3 | -6 | -5 | 3 | -14 | 0.8 | -1 | -3 | 1
C=CCn1c(SCC(=O)N2CC(=O)Nc3ccccc32)nc2scc(-c3cccs3)c2c1=O | -9 | 15 | -2 | -3 | -15 | -7 | 1.0 | 4 | -1 | -5
COc1ccc(NC(=S)N2CCC(N(C)CC3CCCO3)CC2)cc1Cl (configuration not stated) | 14 | -22 | -9 | -4 | 22 | -9 | 1.3 | 2 | 3 | -2
COc1cc(C(=O)NCCC(=O)NC2CCCCCCC2)cc(OC)c1OC | -9 | -14 | -11 | 5 | 14 | -5 | -0.8 | -1 | -3 | -2
COc1ccc(O)c(C(=O)c2cnn(C(=O)c3cccc(S(=O)(=O)N(C)C)c3)c2)c1 | -16 | -5 | 8 | 0 | 5 | -13 | 0.7 | 0 | -7 | -2
CCN(CC)C(=O)CSc1nc2c(c(-c3cccnc3)c1C#N)CCCC2 | 4 | -3 | -12 | -3 | 3 | 9 | 0.3 | 2 | -1 | -2
Cc1nnc(N2C(=O)c3cccc4c([N+](=O)[O-])ccc(c34)C2=O)s1 | -8 | -6 | -12 | -1 | 6 | 22 | 0.6 | -27 | 30 | 0
CC(C)Cc1cc(C(=O)N2CCC(N3CCC(C(=O)N4CCOCC4)CC3)CC2)n[nH]1 | 5 | -25 | 9 | 6 | 25 | 0 | 0.0 | -1 | 0 | -3
CCc1c(C)sc(NC(=O)c2cc(-c3ccc(OC)c(OC)c3)on2)c1C#N | -8 | -4 | -18 | 4 | 4 | 7 | 2.4 | 0 | -5 | -6
COc1ccc(OC)c(NC(=O)c2nnn(Cc3ccccc3C)c2N)c1 | -2 | 64 | 0 | -20 | -64 | -13 | -0.2 | 0 | 1 | 1
Cc1ccc(C(=O)NNC(=O)c2ccncc2)cc1S(=O)(=O)N1CCOCC1 | -13 | -17 | -4 | -12 | 17 | -6 | -0.4 | 1 | -1 | -1
CCOc1nonc1C(=N)/C(C(C)=O)=C(\C)O | -14 | -16 | 4 | -2 | 16 | -4 | -0.9 | -1 | -2 | -5
CCOC(=O)CSc1nnc(NC(=O)c2cccc(S(=O)(=O)N3CCCCC3)c2)s1 | 1 | 15 | -10 | -1 | -15 | 9 | 0.3 | 0 | 22 | -4
CCOc1ccc(N2C(=O)CC(N(C)Cc3ccccc3)C2=O)cc1 (configuration not stated) | 28 | -12 | 5 | 0 | 12 | 1 | -0.3 | -2 | 1 | -1
COC(=O)c1c(-c2ccccc2OC)sc2cc3c(cc12)OCO3 | -8 | 22 | -1 | -11 | -22 | 12 | 0.5 | -5 | nt | -8
O=C(O)Cn1nc(-c2ccccc2)c2ccccc2c1=O | 10 | 23 | -1 | -11 | -23 | 18 | 0.7 | 0 | 1 | -2
CC1CC(C)CN(S(=O)(=O)N2CCC(C(=O)NCCc3ccccc3)CC2)C1 (configuration not stated) | -17 | -17 | 8 | 3 | 17 | 3 | -0.1 | 0 | 8 | -2
Cc1ccccc1NC(=O)NC1(C(=O)N2CCCC2)CCCCC1 | -9 | -27 | -7 | -5 | 27 | 3 | -5.8 | -1 | -1 | -6
CC1=CCC(C(C)(C)NC(=O)c2ccccc2)C/C1=N\O (configuration not stated) | -15 | 4 | -10 | 2 | -4 | 7 | 0.8 | -20 | 1 | -3
COc1ccc(NS(=O)(=O)c2ccc(NC(=S)NC(=O)c3cccnc3)cc2)nn1 | -15 | -8 | nt | nt | 8 | -3 | 0.9 | nt | 5 | -2
COc1ccc(NC(=O)N(C2CCCCC2)C(C)c2cccnc2)c(OC)c1 (configuration not stated) | -8 | 46 | -7 | 9 | nt | 7 | 1.0 | -3 | 6 | -2

Bioassay records as filed in PubChem.
